# Assay outcomes (PubChem)
# Rpn11 block: blocks the human proteasome subunit Rpn11; human 26S proteasome, Ub4-pepOG fluorescence polarization; 20S core pre-blocked with epoxomicin; calls only at 20 µM; actives 0.59% (n = 360,000); AID 588493;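 active means inhibition at 20 µM, scaled to each plate's controls, above about 33%, limit read from the data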
# Target sequence (O00487 whole entry, looked up): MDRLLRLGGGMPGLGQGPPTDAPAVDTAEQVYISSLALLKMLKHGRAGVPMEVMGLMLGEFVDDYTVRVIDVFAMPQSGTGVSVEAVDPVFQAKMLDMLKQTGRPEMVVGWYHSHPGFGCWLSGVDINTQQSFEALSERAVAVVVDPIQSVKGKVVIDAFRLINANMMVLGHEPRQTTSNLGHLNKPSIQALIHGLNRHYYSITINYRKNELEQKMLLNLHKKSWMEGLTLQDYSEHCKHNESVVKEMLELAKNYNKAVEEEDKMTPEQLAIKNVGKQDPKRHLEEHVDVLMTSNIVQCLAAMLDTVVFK
# Rin1-Abl PPI inh: inhibitors of human Rin1-Abl protein interaction; actives 0.4% (n = 360,000); inhibition, % at 7.35 µM; AID 588664; TR-FRET Rin1/Abl binding, biochemical; in the data active means inhibition above about 5%, passing the limit was not always enough
# Neddylation inh: cullin neddylation inhibition. actives 0.58% (n = 360,000). AID 651699. calls only at 25 µM. TR-FRET cullin neddylation, biochemical; in the data active means inhibition above about 36%
# CSN inh: inhibitors of human CSN-mediated cullin deneddylation. Purified CSN, SCF-Nedd8-OG deneddylation, fluorescence polarization. inhibition, % at 12.5 µM. actives 0.38% (n = 360,000);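 active means pattern-corrected inhibition above about 35%, with an unprinted fluorescence ratio check between 0.5 and 1.5, limit read from the data, passing the limit was not always enough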;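 further: 0% = enzyme with substrate and 100% = substrate without enzyme; some results filed as inactive read as strong as hits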
#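 Test system: purified human Csn5 enzyme expressed in HEK293T cells. Amount: 0.24 nM enzyme. Reagent: SCFSkp2-Nedd8OG substrate at 10 nM final. Schedule: 90 min incubation of compound, enzyme and substrate at room temperature. Detection: fluorescence polarization. Read-out: % inhibition of substrate cleavage by Csn5.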
# NadD block: inhibitors of Staphylococcus aureus NadD; purified NadD enzyme, colorimetric absorbance read-out; inhibition, % at 20 µM; actives 0.78% (n = 360,000); AID 602399; in the data active means inhibition above about 26%; further: some compounds past the cut are filed as inactive
# DNMT1 inh: DNMT1 (human) enzyme inhibition. P26358. DNMT1 molecular beacon, Hinp1I cleavage, fluorescence. inhibition (reported as % activation of signal), % at 10 µM. actives 0.83% (n = 360,000). AID 588458; in the data active means inhibition above about 50%
# Scp-1 inhibitor: Scp-1 (human) phosphatase inhibition. Recombinant Scp1, phosphopeptide, malachite green phosphate absorbance. inhibition, % at 20 µM. actives 0.88% (n = 340,000). AID 493091;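 active means inhibition above about 50% at 20 µM, limit read from the data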;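 further: plate controls were DMSO wells with enzyme for no effect and wells lacking enzyme for full effect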
#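 System: SCP-1 catalytic domain; Reagent: Phospho 17-mer peptide substrate; Doses: one concentration, 20 µM, with 1.0% DMSO; Incubation: 45 min room-temperature reaction, 5 min colour, 30 min stabiliser; Signal: Phosphate-binding colour reagent, absorbance read at 630 nm.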
# SUMO1 PPI mod: modulators of human SUMO1-mediated protein-protein interactions | P63165 | SUMO1 binding to a labelled peptide, TR-FRET, 1 h | inhibition, % at 20 µM | actives 0.33% (n = 360,000) | AID 602429; in the data active means inhibition above about 37%
# Target sequence (P63165 whole entry, looked up): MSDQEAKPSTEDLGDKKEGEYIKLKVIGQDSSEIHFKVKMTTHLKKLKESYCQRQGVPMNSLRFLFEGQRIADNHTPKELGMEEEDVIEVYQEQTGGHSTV
# STEP inh: blocks human striatal-enriched tyrosine phosphatase; P54829; recombinant STEP, OMFP fluorogenic substrate, fluorescence; inhibition, % at 20 µM; actives 0.25% (n = 360,000);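 active means inhibition at 20 µM, scaled per plate between control wells, above about 37%, limit read from the data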;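 further: 0% = DMSO with enzyme and substrate and 100% = substrate only without enzyme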
# Target sequence (P54829 whole entry, looked up): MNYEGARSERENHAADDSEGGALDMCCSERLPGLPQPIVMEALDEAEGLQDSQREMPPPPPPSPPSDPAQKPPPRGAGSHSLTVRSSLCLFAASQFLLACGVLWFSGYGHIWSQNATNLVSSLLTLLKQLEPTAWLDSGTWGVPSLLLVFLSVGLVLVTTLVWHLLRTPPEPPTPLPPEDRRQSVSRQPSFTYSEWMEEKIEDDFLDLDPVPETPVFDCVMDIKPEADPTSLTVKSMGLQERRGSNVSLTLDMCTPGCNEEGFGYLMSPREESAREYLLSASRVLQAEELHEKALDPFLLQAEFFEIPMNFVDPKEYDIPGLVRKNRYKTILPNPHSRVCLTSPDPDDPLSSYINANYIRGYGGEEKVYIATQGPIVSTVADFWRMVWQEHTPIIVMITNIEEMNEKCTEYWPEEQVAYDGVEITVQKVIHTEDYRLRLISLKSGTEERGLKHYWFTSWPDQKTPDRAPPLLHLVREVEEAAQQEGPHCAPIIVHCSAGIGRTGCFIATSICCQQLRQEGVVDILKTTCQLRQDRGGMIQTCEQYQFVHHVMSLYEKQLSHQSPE
#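 System: STEP (striatal-enriched tyrosine phosphatase) enzyme, cell-free; medium: Bis-Tris pH 6.0 buffer with DTT, detergent; dosing: 20 µM, 1% DMSO; times: reaction 20 min, ambient temperature; detection: fluorescence, 480/540 nm; read-out basis: normalized % inhibition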
# LMPTP inh: blocks human LMPTP phosphatase; P24666; recombinant LMPTP-A, OMFP fluorogenic substrate, fluorescence intensity; inhibition, % at 20 µM; actives 0.22% (n = 360,000); AID 651560;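 active means compounds that cut the enzyme signal by at least half of the control window in the single-dose screen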;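 further: plate controls were DMSO wells with enzyme plus substrate for no effect and substrate without enzyme for full effect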
#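 Assay system: LMPTP-A phosphatase enzyme | Input: 0.625 nM enzyme | Also added: Fluorogenic phosphatase substrate OMFP at 400 µM final | Compound dosing: One test concentration per compound, 20 µM, with 3% DMSO overall | Schedule: 50 min enzyme reaction at room temperature, protected from light | Signal: Fluorescence intensity | Benchmarks: no-enzyme and uninhibited controls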
# Active calls of the source: *; i = inactive; nt = no result given.
no.	canonical_smiles	Rpn11 block	Rin1-Abl PPI inh	Neddylation inh	CSN inh	NadD block	DNMT1 inh	Scp-1 inhibitor	SUMO1 PPI mod	STEP inh	LMPTP inh
1	N#C/C(=N\Nc1ccc(S(=O)(=O)N2CCCCCC2)cc1)C(N)=S	i	-6	i	0	11	-21	-3	-18	-1	1.6
2	CCCCCCC(C)n1[nH]c(=O)c2c(C)cc(C)nc21 (configuration not stated)	i	1	i	-1	-3	2	12	4	5	0.2
3	O=C(O)CSc1nc2ccc(C(=O)c3ccccc3)cc2[nH]1	i	-3	i	-3	-2	2	-7	6	-2	-1.4
4	COc1ccc(Br)cc1CN(C)CC(=O)NCCc1ccccc1	i	1	i	-2	-5	0	-2	-3	-2	-0.4
5	CC(CN1CCCCC1)OC(=O)C(C)(c1ccccc1)c1ccccc1 (configuration not stated)	i	2	i	-4	-12	0	-8	-1	2	-1.4
6	CC(=O)c1ccc(N2CCN(C(=O)Nc3ccc(F)cc3F)CC2)cc1	i	-1	i	3	-9	1	1	1	-2	0.3
7	Cc1cccc(C)c1OCC(=O)OCC(=O)c1ccc2c(c1)NC(=O)CO2	i	-1	i	-1	6	-1	3	-4	-2	2.6
8	COc1ccc(S(=O)(=O)N(C)CC(=O)NCc2ccco2)cc1Cl	i	1	i	4	-2	1	4	4	1	-0.5
9	NC(=O)c1ccc(NC(=O)CCC(=O)c2cccs2)cc1	i	1	i	5	3	19	22	7	5	5.9
10	O=C(Cc1cccc(NC(=O)C2CCN(C(=O)C3CCCCC3)CC2)c1)Nc1cccc(C(=O)N2CCOCC2)c1	i	-2	i	-5	-2	0	-8	-4	-2	-1.0
11	CCOC(=O)C1=C(COC(=O)CCOc2cc(C)ccc2C)NC(=O)NC1C (configuration not stated)	i	3	i	-2	-9	22	-11	0	0	0.7
12	COc1ccc(CCC(C)N2CCOCC2)cc1 (configuration not stated)	i	-1	i	1	2	3	-6	-4	2	-1.1
13	C=CCn1c(CNS(=O)(=O)c2ccc(F)cc2)n[nH]c1=S	i	-3	i	-4	1	-1	-10	1	0	-2.2
14	COc1cccc(NC(=O)CN(C)C(=O)Cc2ccc3c(c2)OCCO3)c1	i	1	i	0	7	0	-8	-11	1	-9.7
15	CC(=O)c1c(Nc2cccc(F)c2)oc(C)cc1=O	i	0	i	-4	-1	-1	-1	2	-2	-0.7
16	Cc1cc(C)cc(NC(=O)Cn2cnc3c(nnn3Cc3ccc(F)cc3)c2=O)c1	i	-2	i	-1	11	27	-4	1	-3	0.4
17	CCC(C)Nc1nc(OC)nc(N(C)C#N)n1 (configuration not stated)	i	1	i	-1	15	0	-6	5	0	-0.8
18	COCCCN1CC(=O)N2Cc3[nH]c4ccccc4c3C[C@H]2C1=O	i	1	i	-1	-2	0	-7	4	0	-2.0
19	O=C(COC(=O)C1COc2ccccc2O1)Nc1ccc2c(c1)CCC2 (configuration not stated)	i	2	i	-7	-2	-3	-4	-4	0	0.7
20	CC1(C)NC(=O)N(CCCCSc2ccc(Cl)cc2)C1=O	i	0	i	-4	-4	-1	-2	4	3	-2.7
21	O=C(O)CSc1ccc2ccccc2n1	i	-24	i	-1	8	2	-5	-2	-1	1.6
22	COc1cccc(-n2c(SCC(=O)NCc3ccco3)nnc2-c2c[nH]c3ccccc23)c1	i	5	i	-3	3	-8	6	2	0	-0.3
23	Cc1ccc2c(C)c(C(=O)NCc3ccc(S(N)(=O)=O)cc3)oc2c1C	i	0	i	-8	6	9	12	1	1	0.1
24	COC(=O)[C@@H]1C2CCC(C(=O)Nc3ccccc3)(CC2)[C@@H]1C(=O)OC	i	1	i	7	2	3	-6	0	-9	-2.3
25	O=C(CCCNS(=O)(=O)c1cccc2nsnc12)NCc1ccc(F)cc1	i	-3	i	1	3	-3	6	-25	-3	-0.2
26	COc1cccc(C(=O)Nc2cccnc2)c1OC	i	2	i	0	1	-2	-4	3	-5	-0.6
27	C=CCN=c1scc(-c2ccc3c(c2)NC(=O)CO3)n1/N=C(\C)c1ccccn1	i	-5	i	3	1	0	-11	-3	-1	8.3
28	Cc1cccc(NC(=O)CCCSc2nc3ccccc3[nH]2)c1	i	-2	i	2	0	4	-1	1	-1	0.5
29	CCN1C(=O)C(=O)N(CC(=O)N2CCN(c3ccccc3)CC2)C1=O	i	-2	i	-4	-3	0	-11	-4	-2	-0.5
30	Cc1cc(C(=O)Cn2nc(C(=O)O)c3ccccc3c2=O)c(C)n1CCc1ccc(Cl)cc1	i	1	i	3	9	4	-6	-3	-2	1.6

# Three entries from above, with values under each structure.
# Every second line gives: Rpn11 block | Rin1-Abl PPI inh | Neddylation inh | CSN inh | NadD block | DNMT1 inh | Scp-1 inhibitor | SUMO1 PPI mod | STEP inh | LMPTP inh
26) COc1cccc(C(=O)Nc2cccnc2)c1OC
    i | 2 | i | 0 | 1 | -2 | -4 | 3 | -5 | -0.6
27) C=CCN=c1scc(-c2ccc3c(c2)NC(=O)CO3)n1/N=C(\C)c1ccccn1
    i | -5 | i | 3 | 1 | 0 | -11 | -3 | -1 | 8.3
28) Cc1cccc(NC(=O)CCCSc2nc3ccccc3[nH]2)c1
    i | -2 | i | 2 | 0 | 4 | -1 | 1 | -1 | 0.5

# Continuation:
no.	canonical_smiles	Rpn11 block	Rin1-Abl PPI inh	Neddylation inh	CSN inh	NadD block	DNMT1 inh	Scp-1 inhibitor	SUMO1 PPI mod	STEP inh	LMPTP inh
31	CC(C)CN(C(=O)CN(C)C(=O)Cc1c(F)cccc1Cl)c1c(N)n(CC(C)C)c(=O)[nH]c1=O	i	3	i	0	4	1	nt	-2	2	-1.5
32	Nc1ccccc1N1CCN(C(=O)c2ccccc2)CC1	i	-3	i	-5	3	-2	-5	3	1	-2.3
33	COc1cccc(NC(=O)CN(C)C(=O)CCCNC(=O)c2ccc(Cl)cc2)c1	i	2	i	-3	0	0	-6	-6	-4	-9.3
34	O=C1NC2(CCCCCC2)C(=O)N1Cc1c(F)cccc1Cl	i	-1	i	2	-2	1	3	-1	0	-1.7
35	O=C1N=C(N2CCC(Cc3ccccc3)CC2)S/C1=C/c1cn[nH]c1-c1ccccc1	i	2	i	-4	41*	0	7	-3	2	0.4
36	CCc1ccc2[nH]c3nc(SCCN4CCOCC4)nnc3c2c1	i	-4	i	-5	7	-3	-10	-10	0	6.2
37	O=C1COc2ccc(C(=O)COC(=O)c3ccc(Cl)cc3[N+](=O)[O-])cc2N1	i	1	i	77*	7	-17	-2	-17	2	10
38	O=C(CN1CCN(c2ccc(Cl)cc2)CC1)c1ccccc1	i	2	i	1	2	-3	52*	1	-1	-0.1
39	CCOc1ccccc1CN1CCC(O)CC1	i	4	i	-2	-1	-1	0	0	0	-2.3
40	COc1ccc([C@H]2CC(=O)C=C(/C=C/c3ccccc3)C2)cc1OC	i	-1	i	-1	-3	-2	-2	-33	1	1.9

# Profiles, looked up by structure. Order of screens: Rpn11 block, Rin1-Abl PPI inh, Neddylation inh, CSN inh, NadD block, DNMT1 inh, Scp-1 inhibitor, SUMO1 PPI mod, STEP inh, LMPTP inh
# Record of Nc1ccccc1N1CCN(C(=O)c2ccccc2)CC1 → i, -3, i, -5, 3, -2, -5, 3, 1, -2.3
# Record of COc1cccc(NC(=O)CN(C)C(=O)CCCNC(=O)c2ccc(Cl)cc2)c1 → i, 2, i, -3, 0, 0, -6, -6, -4, -9.3
# Record of CCOc1ccccc1CN1CCC(O)CC1 → i, 4, i, -2, -1, -1, 0, 0, 0, -2.3

# New compounds follow:
no.	canonical_smiles	Rpn11 block	Rin1-Abl PPI inh	Neddylation inh	CSN inh	NadD block	DNMT1 inh	Scp-1 inhibitor	SUMO1 PPI mod	STEP inh	LMPTP inh
41	CCOC(=O)C(C(=O)OCC)c1cc(Br)c2noc3c2c1C(=O)c1ccccc1-3	i	2	i	-82	-2	57*	27	36	-5	24
42	O=C(Nc1ccccc1F)c1csc(COCCO)n1	i	2	i	-2	1	1	nt	-3	-3	-2.3
43	NS(=O)(=O)c1ccc(CCNC(=O)C2CCCN2S(=O)(=O)c2cccc3nsnc23)cc1 (configuration not stated)	i	0	i	5	0	2	3	-31	3	0.1
44	CCn1nnnc1SCC(=O)N1CCN(Cc2ccc3c(c2)OCCO3)CC1	i	4	i	-6	-3	0	-4	1	0	-0.2
45	CCOC(=O)c1c(NC(=O)Cn2nc(C(F)(F)F)cc2C)sc2c1CCC2	i	-3	i	7	-1	-22	-12	2	1	4.2
46	Cc1nc(SCC(=O)NCc2ccc3c(c2)OCO3)nc(C)c1C	i	1	i	6	-8	5	-6	0	-3	-1.2
47	Cc1ccc(CN2CCN(c3ncccn3)CC2)o1	i	1	i	1	3	1	11	1	-3	-2.4
48	CCCCn1c(CN2CCN(CCO)CC2)nc2ccccc21	i	2	i	1	6	2	-3	-1	2	0.8
49	COc1ccc2[nH]c(=O)c(CN(C(=O)C3CCCO3)c3ccc(C)c(C)c3)cc2c1 (configuration not stated)	i	-1	i	-3	-2	1	-10	0	2	0.1
50	Nc1c(C(=O)N/N=C/c2ccccc2)cnn1-c1ccccc1	i	0	i	-3	-12	-1	-15	-4	1	-1.2
51	CC(=O)Nc1ccc(NC(=O)CSc2nnc(CNc3ccc(F)cc3)n2CC2CCCO2)cc1 (configuration not stated)	i	1	i	-4	0	0	-11	4	2	0.0
52	COc1ccc(CCNC(=O)CCCN2C(=O)c3ccccc3C2=O)cc1OC	i	1	i	9	5	5	-3	-7	1	-1.6
53	O=C(CSc1ncn[nH]1)c1ccc2c(c1)OCO2	i	0	i	2	-4	0	-2	-1	11	-0.7
54	CC(CN1CC(=O)NC(=O)C1)N1CC(=O)NC(=O)C1 (configuration not stated)	i	3	i	0	0	-4	nt	4	2	-2.2
55	Cc1cc(N/N=C/c2ccc(F)cc2)nc(NCc2ccccc2)n1	i	0	i	-4	-5	6	-13	-2	3	4.0
56	CC(=O)c1ccc(Nc2nc(C(N)Cc3ccc(C(F)(F)F)cc3)cs2)cc1 (configuration not stated)	i	-2	nt	3	2	-6	nt	-17	2	-0.7
57	CC(CCc1ccccc1)NC(=O)COC(=O)C1CCC(C(C)(C)C)CC1 (configuration not stated)	i	-2	i	4	-4	4	-2	1	0	1.3
58	Clc1ccccc1Nc1nc(-c2ccncc2)nc2ccccc12	i	1	i	4	-1	3	-4	-4	0	0.8
59	COc1ccc(OC)c(NS(=O)(=O)c2ccc(N3CCCC3=O)cc2)c1	i	0	i	2	4	4	-5	0	-4	-1.7
60	Nc1ncnc2c1ncn2[C@@H]1O[C@H](CNC(=O)[C@@H]2CCC(=O)N2)[C@@H](O)[C@H]1O	i	-2	i	-4	2	5	7	1	0	-2.1
61	Cc1nc(SCC(=O)NC2CCCC2)[nH]c(=O)c1Cc1ccccc1	i	-2	i	-4	-1	3	0	2	0	-1.1
62	O=C1C=C(N2CCCCC2)C2(CCCCC2)O1	i	-2	i	-10	1	2	1	3	-4	-0.8
63	CCCSc1nc2c(c(=O)n1-c1ccc(OCC)cc1)SCC2	i	6	i	4	8	4	-4	-5	-4	-0.4
64	CN(CC(=O)Nc1ccc(F)cc1)C(=O)Cn1cnc2ccc([N+](=O)[O-])cc2c1=O	i	2	i	3	0	2	-4	-41	2	-0.4
